# High-throughput results (PubChem)
# CFTR F508del cor = CFTR F508del correction in bronchial cells; CFBE cells, YFP halide quenching; stimulated with forskolin plus potentiator P3; % fluorescence drop versus neutral controls; activity (quench increase), % at 7.58 µM; 350,000 tested, 0.36% active; AID 720511;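 active = mean added fluorescence quench of at least 8% versus neutral control, with both replicates also reaching 8%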;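 also: cells transiently co-express mutant CFTR-F508del with the halide-sensitive YFP; corrector assay measuring rescue of mutant channel to the surface after 24 h compound exposure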
# esBAF inh = SWI/SNF esBAF complex inhibition; mouse ES cells, Bmi1-luciferase knock-in reporter, 24 h; 100% = twice the neutral-well signal; AID 602393; reporter increase, % at 12.5 µM; 350,000 tested, 2% active; in the data active = activation above about 40%;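 also: 0% = median of the plate's neutral control wells and 100% = double that signal; a rise in the Bmi1 reporter signal indicates esBAF inhibition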
# ARNT-TACC3 inh = disruptors of human ARNT/TACC3 interaction; AID 623870; AlphaScreen His-ARNT PAS-B/GST-TACC3 binding, luminescence; TACC3 fragment carries E629A point mutation; inhibition, % at 9.99 µM; Q9Y6A5; 390,000 tested, 0.66% active;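 active = mean inhibition of replicates at least 50% and at least half of replicates each reaching 50%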;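 also: 0% = complete ARNT plus TACC3 wells and 100% = ARNT alone without TACC3; many hits fall short of the cut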
# ERAP1 HTS inh = inhibitors of human ERAP1 aminopeptidase; inhibition, % at 10.7 µM; 340,000 tested, 0.15% active; recombinant ERAP1, Leu-AMC fluorescence, 60 min;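 active = mean replicate inhibition of at least 30%, or all replicates individually reaching that 30% level; inactive = mean below 30% and not every replicate reaching it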;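 also: 0% = neutral control wells and 100% = L-leucinethiol positive control wells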
# INS-1E GSIS act = primary screen for activators of insulin secretion dependent on glucose, INS-1E cells, GLuc reporter luminescence; INS-1E GLuc reporter insulin secretion, 2-3 h; activation, % at 16.6 µM; 370,000 tested, 0.61% active; AID 743287;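 active = lowest replicate activation of at least 40%, so every replicate reaches that level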;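 also: 0% = median of neutral control wells and 100% = median of IBMX positive control wells; some compounds called inactive have numbers as strong as hits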
# Xi reactivation = X-chromosome reactivation activator; 360,000 tested, 0.055% active; activation, % at 7.58 µM; XiGFP mouse fibroblasts, % GFP-positive cells imaging, 3 d; cells co-treated with 5-aza-dC sensitizer; scaled so ellipticine positive control = 100%;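 active = mean normalized replicate activation at least 10% and every replicate at or above 10%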;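 also: 0% = median of on-plate neutral control wells and 100% = ellipticine 6 µM median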
#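 System: 68-5-11 XiGFP fibroblast line | Buffer or medium: DMEM containing 5-aza-dC | Compound: Single point | Times: Compounds 3 days, fix/stain 15 min at room temperature | Benchmarks: Positive control ellipticine, 6 µM final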
# RAD54 branch = blocks human RAD54 Holliday junction branch migration. Q92698. FAM/BHQ fluorescence. inhibition, % at 10.4 µM. 360,000 tested, 0.14% active. AID 602329;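 active = mean normalized replicate activity at least 40 and at least half of replicates scoring 40 or more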;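 also: 0% = median of neutral control wells and 100% = median of positive control wells; inhibitors cause a drop in the FAM fluorescence signal; in these data hits start at about 50%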
# RAD52 inh = blocks human RAD52 DNA annealing; recombinant RAD52 DNA annealing, FRET fluorescence; inhibition, % at 18.7 µM; 360,000 tested, 0.46% active; P43351;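 active = every replicate showing at least 50% inhibition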
# Target sequence (P43351 whole entry, looked up): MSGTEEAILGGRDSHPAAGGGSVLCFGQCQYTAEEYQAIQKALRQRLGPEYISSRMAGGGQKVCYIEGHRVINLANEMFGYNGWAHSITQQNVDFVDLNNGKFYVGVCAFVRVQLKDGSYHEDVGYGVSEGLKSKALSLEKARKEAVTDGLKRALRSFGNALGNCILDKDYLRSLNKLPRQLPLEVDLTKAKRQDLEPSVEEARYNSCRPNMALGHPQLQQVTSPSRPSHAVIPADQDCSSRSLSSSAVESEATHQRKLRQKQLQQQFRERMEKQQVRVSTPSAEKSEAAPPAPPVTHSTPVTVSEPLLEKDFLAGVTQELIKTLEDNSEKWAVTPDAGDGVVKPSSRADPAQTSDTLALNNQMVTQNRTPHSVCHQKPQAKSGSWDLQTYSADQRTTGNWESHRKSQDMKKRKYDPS
# Numbers without * were called inactive; / = not tested or not shown.
1) COc1ccc(NS(=O)(=O)c2cc(C(=O)OC(C)C(=O)N3CCOCC3)ccc2Cl)cc1 (stereo not given)
2) CCOCCCNC(=S)N1CCCN(c2nc3cc(C)ccc3cc2C#N)CC1
3) COc1cc(OC)cc(C(=O)Nc2ccc(CN3CCCCC3)cc2)c1
4) COc1ccc(NC(=O)COC(=O)c2c(C)noc2C)cc1Cl
5) CC(c1ccccc1)N(C)C(=O)CSc1nnc(C2CC2)n1C1CC1 (stereo not given)
6) Cn1cnc(S(=O)(=O)N2C[C@@H](O)COC[C@H]3O[C@@H](CC(=O)NC4CCC4)CC[C@@H]32)c1
7) C[C@@H]1CN([C@@H](C)CO)S(=O)(=O)c2ccc(C#C[C@@H](C)O)cc2O[C@H]1CN(C)Cc1cccnc1
8) COc1ccc(NC(=O)Nc2ccc(Br)c(C)c2)cc1
assay / compound,1,2,3,4,5,6,7,8
CFTR F508del cor,-1.5,0.6,2.5,-2.7,1.5,3.2,-2.7,1.2
esBAF inh,/,/,-5,3,-2,-4,4,/
ARNT-TACC3 inh,0,-1,-2,/,1,-27,-6,-1
ERAP1 HTS inh,2,1,0,-7,0,/,0,0
INS-1E GSIS act,-4,/,4,2,9,4,-4,0
Xi reactivation,0.2,0.0,0.1,0.3,0.4,0.2,-0.7,0.6
RAD54 branch,/,/,2,-2,4,3,-7,8
RAD52 inh,-12,8,-13,-11,0,/,-1,-5

9) C#Cc1cccc(C(=O)NC2CCCN(C3Cc4ccccc4C3)C2)c1 (stereo not given)
10) O=C(c1ccccc1)C(O)(Cc1ccccc1)c1ccccc1 (stereo not given)
11) COc1ccc(C2Nc3ccccc3C(=O)N2NS(=O)(=O)c2ccccc2)c(OC)c1 (stereo not given)
12) Cc1ccc(S(=O)(=O)CC(=O)c2ccc(C)c([N+](=O)[O-])c2)cc1
13) N#CC(c1ccc(Cl)cc1)c1cccc(Cl)n1 (stereo not given)
14) O=C(C[C@H]1CC[C@H]2[C@@H](COC[C@@H](O)CN2Cc2ccccc2F)O1)N[C@@H]1CCN(Cc2ccccc2)C1
15) Cc1cc(C)c2cc(CN(Cc3cccnc3)C(=O)c3ccc(F)cc3)c(Cl)nc2c1
16) O=C(Cc1cccnc1)N[C@H]1CC[C@@H](CCn2cc(-c3ccccc3F)nn2)O[C@@H]1CO
assay / compound,9,10,11,12,13,14,15,16
CFTR F508del cor,-0.3,2.0,2.1,/,1.2,0.6,0.2,-0.9
esBAF inh,-1,-5,/,-5,-5,-1,-1,-3
ARNT-TACC3 inh,-4,12,-12,-1,-5,-1,-5,4
ERAP1 HTS inh,-2,/,12,3,-5,2,0,0
INS-1E GSIS act,-23,-28,-10,2,-2,-5,-48,6
Xi reactivation,0.0,0.1,0.0,/,0.1,0.1,/,0.1
RAD54 branch,-4,-21,-1,6,/,0,8,-5
RAD52 inh,-32,-6,-6,-15,-38,-5,-6,15

# A second format for part of the listing above.
cpd | Molecule | CFTR F508del cor | esBAF inh | ARNT-TACC3 inh | ERAP1 HTS inh | INS-1E GSIS act | Xi reactivation | RAD54 branch | RAD52 inh
12 | Cc1ccc(S(=O)(=O)CC(=O)c2ccc(C)c([N+](=O)[O-])c2)cc1 | / | -5 | -1 | 3 | 2 | / | 6 | -15
13 | N#CC(c1ccc(Cl)cc1)c1cccc(Cl)n1 (stereo not given) | 1.2 | -5 | -5 | -5 | -2 | 0.1 | / | -38

# Next section:
17) CC(=O)c1cccc(NS(=O)(=O)c2ccc(C(=O)Nc3ccccc3)cc2)c1
18) Cc1ccc(S(=O)(=O)N2CCOCC2)cc1NC(=O)COC(=O)Cc1ccccc1
19) COc1ccc(S(=O)(=O)NCc2ccco2)cc1C(=O)N1CCCCC1
20) COc1ccccc1CNC(=O)C1CCC(=O)N(CCCN2CCCC2=O)C1 (stereo not given)
21) CC(C)NC(=O)NCC[C@@H]1CC[C@H](NC(=O)c2ccc(F)cc2)[C@H](CO)O1
22) CSc1cccc(NC(C)C(=O)NCc2ccccc2)c1 (stereo not given)
23) COCCN(C(=O)CSc1nnc2cc(C)c3ccccc3n12)c1c(N)n(Cc2ccccc2)c(=O)[nH]c1=O
24) Cc1cccc(NC(=O)CN2C(=O)COc3ccc(Cl)cc32)c1
assay / compound,17,18,19,20,21,22,23,24
CFTR F508del cor,0.5,0.3,0.5,0.2,-0.9,-1.0,/,-3.8
esBAF inh,-3,2,0,-5,1,/,/,0
ARNT-TACC3 inh,36,-6,-3,-3,-6,-3,8,/
ERAP1 HTS inh,1,1,-4,-3,1,5,-2,1
INS-1E GSIS act,-51,-12,22,23,10,-15,18,-12
Xi reactivation,0.2,-0.2,0.0,0.1,0.6,0.0,-0.1,/
RAD54 branch,-5,-8,-12,2,-1,/,/,-3
RAD52 inh,-32,-1,-4,4,-11,-2,-6,-11

25) Cn1ccnc1SCC(=O)Nc1cc(F)ccc1F
26) O=C(c1ccccc1)N1N=C(c2ccccc2)CC1c1cccs1 (stereo not given)
27) CC(=O)N1CC(C)Sc2ccc(S(=O)(=O)NC3CCCCC3C)cc21 (stereo not given)
28) C[C@@H]1CN([C@H](C)CO)S(=O)(=O)c2ccc(-c3ccc(F)cc3)cc2O[C@@H]1CN(C)Cc1ccccc1C(=O)O
29) Cc1ccc(S(=O)(=O)N(C)C[C@@H]2Oc3ccc(NS(=O)(=O)c4cn(C)cn4)cc3CC(=O)N([C@H](C)CO)C[C@H]2C)cc1
30) C/C(CCc1ccccc1)=N\NC(=O)c1ccc(CN2CCOCC2)cc1
31) Cc1cc(C)cc(N(CC(=O)NCc2ccco2)C(=O)c2snc(C(N)=O)c2N)c1
32) COCCNC(=S)N(CCO)Cc1cc2cc3c(cc2[nH]c1=O)OCO3
assay / compound,25,26,27,28,29,30,31,32
CFTR F508del cor,-0.1,-0.3,3.5,-0.2,-5.7,0.5,/,-0.4
esBAF inh,2,-1,6,-2,1,/,-4,0
ARNT-TACC3 inh,-2,-2,1,/,/,-8,-2,-8
ERAP1 HTS inh,-4,0,-1,/,/,0,/,0
INS-1E GSIS act,3,5,-6,13,27,14,-9,8
Xi reactivation,0.0,0.0,0.0,0.1,-1.0,0.0,/,-0.1
RAD54 branch,-1,-8,8,/,/,/,2,3
RAD52 inh,-8,-25,1,/,/,-9,/,1

33) COc1ccc(/C(O)=C2/C(=O)C(=O)N(c3ccccn3)C2c2ccc(OC)cc2)cc1 (stereo not given)
34) Cc1ccccc1NS(=O)(=O)c1cc2c(cc1C)NC(=O)CO2
35) Cc1cc(-c2cc(NC(=O)Cc3c(C)[nH]c4ccccc34)ccc2Nc2cccnc2)ccc1F
36) COc1c(Cl)cc(-c2noc(C)c2C(=O)NCCc2ccc(C)cc2)cc1Cl
37) COc1ccc(C#Cc2ccc3c(c2)O[C@@H](CN(C)C(=O)NC2CCCCC2)[C@H](C)CN([C@H](C)CO)S3(=O)=O)cc1
38) COc1cccc(NC(=O)N2C[C@H](O)COC[C@@H]3O[C@H](CC(=O)NC4Cc5ccccc5C4)CC[C@H]32)c1
39) Cn1cccc1Cc1nnc(SCC(=O)NCc2ccccc2Cl)n1-c1ccc(F)cc1
40) S=C(c1ccc(-c2ccccc2)cc1)N1CCOCC1
assay / compound,33,34,35,36,37,38,39,40
CFTR F508del cor,2.0,0.0,-2.2,-1.3,3.9,1.0,-1.8,-0.6
esBAF inh,1,0,/,2,15,5,-1,-66
ARNT-TACC3 inh,7,2,/,-2,-5,7,11,-1
ERAP1 HTS inh,2,4,-3,-1,2,0,0,-3
INS-1E GSIS act,12,/,7,0,-16,-12,-5,4
Xi reactivation,0.0,0.3,0.3,-0.1,-0.9,0.8,0.2,0.2
RAD54 branch,-4,-19,/,-1,-5,4,-3,-3
RAD52 inh,-5,-4,-27,-9,-50,1,-37,-3

41) Cc1ccc(S(=O)(=O)N2CCC(C(=O)NN3CCCCC3)CC2)cc1
42) Cc1ccc(OCC(=O)Nc2c3c(nn2C(C)(C)C)CS(=O)(=O)C3)cc1
43) Cc1noc(C)c1S(=O)(=O)Nc1ccc2c(c1)C(=O)N([C@@H](C)CO)C[C@@H](C)[C@H](CN(C)Cc1ccc(-c3ccccc3)cc1)O2
44) CCc1ccc(NC(=O)CCC(=O)c2ccccc2)cc1
45) COc1ccc(C(C#N)=Cc2ccc(N(C)CCC#N)cc2)cc1
46) CC(C)[C@H](NC(=O)c1ccccc1Cl)C(=O)OCC(=O)NCc1ccc2c(c1)OCO2
47) O=C(C[C@H]1CC[C@@H](NC(=O)c2ccncc2)[C@H](CO)O1)NCc1ccncn1
48) COc1cc(OC)cc(C(=O)N(Cc2ccco2)c2c(N)n(Cc3ccccc3)c(=O)[nH]c2=O)c1
assay / compound,41,42,43,44,45,46,47,48
CFTR F508del cor,0.0,0.5,-1.6,-0.4,0.0,-3.5,-0.8,1.3
esBAF inh,-4,-5,7,2,77*,6,/,-5
ARNT-TACC3 inh,-6,-5,-1,-4,/,6,/,4
ERAP1 HTS inh,3,-5,-5,7,0,4,1,6
INS-1E GSIS act,-6,12,-33,-6,7,/,12,/
Xi reactivation,0.0,-0.2,0.1,0.2,0.2,-1.1,0.1,0.0
RAD54 branch,4,5,-13,0,-13,-8,/,3
RAD52 inh,-11,-16,-27,-13,-314,0,0,-13

# esBAF inh, what is marked active above.
No.	molecule	CFTR F508del cor	esBAF inh	ARNT-TACC3 inh	ERAP1 HTS inh	INS-1E GSIS act	RAD52 inh
45	COc1ccc(C(C#N)=Cc2ccc(N(C)CCC#N)cc2)cc1	0.0	77*	/	0	7	-314

# Other entries.
49) NC(=O)c1nsc(C(=O)N(Cc2ccco2)C(C(=O)NCc2ccccc2)c2ccc(O)cc2)c1N (stereo not given)
50) CCOC(=O)C1CCN(S(=O)(=O)c2c(C)n(C)c(=O)n(C)c2=O)CC1
51) CCOC(=O)c1c(C)[nH]c(N=Nc2cccc(OC)c2)c1C
52) O=C(N/N=C/c1cccnc1)c1ccco1
53) O=C1CN(S(=O)(=O)Cc2ccccc2)C[C@@H]2[C@H](c3ccc(C#Cc4cccnc4)cc3)[C@@H](CO)N12
54) CN(C)CCN(Cc1ccc(Cl)cc1)c1ccccn1
55) Cc1ccc(N2CC(C(=O)Nc3ccc(S(=O)(=O)Nc4ncccn4)cc3)CC2=O)cc1C (stereo not given)
56) C[C@@H]1CN([C@H](C)CO)C(=O)c2cc(NC(=O)Cc3cn(C)c4ccccc34)ccc2O[C@H]1CN(C)S(C)(=O)=O
57) CC(C)NC(=O)Nc1ccc2c(c1)C(=O)N(C)[C@H]1CC[C@@H](CC(=O)NCc3ccc(F)cc3)O[C@H]1CO2
58) Cc1noc(C)c1NC(=O)Nc1ccc2c(c1)CC(=O)N([C@H](C)CO)C[C@H](C)[C@H](CN(C)C(=O)Nc1ccccc1)O2
59) Cc1noc(C)c1NC(=O)Nc1cccc2c1O[C@@H](CN(C)Cc1ccc3c(c1)OCO3)[C@H](C)CN([C@H](C)CO)C2=O
assay / compound,49,50,51,52,53,54,55,56,57,58,59
CFTR F508del cor,2.2,-0.2,0.7,-1.7,-5.0,-0.5,-0.1,2.5,/,-4.7,-2.4
esBAF inh,-3,-7,66*,/,/,2,0,2,0,-7,-7
ARNT-TACC3 inh,1,2,7,5,/,-3,-2,-2,3,-5,2
ERAP1 HTS inh,3,3,0,-2,0,-1,0,2,2,3,-2
INS-1E GSIS act,20,-2,0,4,4,/,17,9,-6,21,-14
Xi reactivation,0.0,-0.1,0.0,0.4,0.5,15*,0.0,0.1,0.0,1.8,0.0
RAD54 branch,1,2,0,8,/,9,-2,1,2,-2,11
RAD52 inh,-19,-14,0,0,-17,15,1,-11,8,3,-1
